HEK293 NFkB inh – lowers PMA/ionomycin-induced NF-kB signal in HEK293 cells; HEK-293 NF-kB luciferase reporter, luminescence; inhibition, % at 3 µM; hit rate 0.21% among 62,000; AID 465;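 active means inhibition above the mean of all tested compounds plus 3 SD, cut at about 40% in these data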;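 further: 0% = stimulated DMSO wells and 100% = 10 µM reference inhibitor 5653914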
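System – HEK-293 cells with stable firefly luciferase reporter driven by four HIV NF-kB elements · Doses – one dose, 3 µM · Schedule – 1 h compound pre-incubation, 16 h PMA/ionomycin at 37 °C · Technique – luminescence from luciferase substrate reagent · Measure – percent inhibition normalized per plate to DMSO and reference-inhibitor controls · Replicates – tested once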
S1P3 ag – activates the human S1P3 receptor. S1P3 NFAT-BLA reporter cells, agonism, FRET ratio; relative to 1 µM S1P, basal subtracted. activation, % at 4.5 µM. hit rate 0.1% among 60,000. AID 373;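 active means activation above the screen-wide mean plus 3 SD, cut at about 4.5% in these data, passing the limit was not always enough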; further: some compounds called inactive have numbers as strong as hits
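Assay system: stable CHO line with human S1P3, Gα16, NFAT-BLA reporter; Detection: FRET β-lactamase substrate fluorescence, excitation 405 nm, 460/535 nm emission ratio, background-subtracted; Read-out: percent activation versus median 1 µM S1P response, basal-subtracted, per plate; Incubation: cells plated overnight, compound 4 h 37 °C, substrate 2 h RT.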
HTR1E antagonist – 5-HT1E (human) receptor antagonism. CHO 5-HT1E Ga15 NFAT-bla reporter, FRET, antagonist. inhibition, % at 6 µM. hit rate 0.99% among 65,000;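 active means inhibition above a set limit, the mean inhibition across every tested compound plus 3 SD, cut at about 29% in these data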;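 further: signal is the 460 over 535 nm emission ratio of beta-lactamase substrate; 0% = agonist plus DMSO wells and 100% = wells without agonist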
M1 ag – agonists of M1 muscarinic receptor. CHO-M1 cells, Fluo-4 calcium fluorescence, agonist mode; stronger effect = higher value. B-score at 10 µM. hit rate 3% among 64,000;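 active means fluorescence rise, raw or as B-score row- and column-corrected plate score, outside the 99.7% band of its plate's samples, either direction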
S1P1 ag-PAM – activates or potentiates agonism at human S1P1 receptor | hit rate 0.57% among 56,000 | S1P1 CRE-bla cells, forskolin, beta-lactamase FRET, potentiator mode; S1P1 agonist co-added at EC20, 2 nM; 100% = saturating reference agonist, 0% = basal | activation, % at 9.5 µM;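 active means activation above a cutoff set at the mean activation of all tested compounds plus 3 SD, cut at about 54% in these data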;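 further: forskolin at 4 µM as EC80 and the EC20 agonist is SEW2871; 100% = SEW2871 at its EC100 plus forskolin at EC80; some compounds past the cut are filed as inactive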
Target sequence (P21453 whole entry, looked up): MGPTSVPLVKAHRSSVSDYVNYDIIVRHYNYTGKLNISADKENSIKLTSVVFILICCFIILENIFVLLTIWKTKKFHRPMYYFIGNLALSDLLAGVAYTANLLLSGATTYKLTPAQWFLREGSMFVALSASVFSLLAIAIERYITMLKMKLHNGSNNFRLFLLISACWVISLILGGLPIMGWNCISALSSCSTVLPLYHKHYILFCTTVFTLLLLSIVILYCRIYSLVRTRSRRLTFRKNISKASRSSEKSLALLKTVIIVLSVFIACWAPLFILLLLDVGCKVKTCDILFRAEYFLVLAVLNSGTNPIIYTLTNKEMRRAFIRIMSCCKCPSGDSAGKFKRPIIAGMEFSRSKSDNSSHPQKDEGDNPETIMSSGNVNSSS
HTR1E agonist – 5-HT1E (human) receptor agonism | AID 574 | hit rate 0.69% among 65,000 | activation, % at 6 µM | CHO 5-HT1E Ga15 NFAT-bla reporter, FRET; 0% DMSO wells, 100% control agonist wells;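 active means activation above a set limit, the screen-wide mean activation plus 3 SD, cut at about 8.5% in these data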;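 further: 100% = positive control agonist at 1 µM giving full maximal response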
M1 antagonist – antagonists of rat M1 muscarinic receptor | CHO-M1 cells, Fluo-4 calcium, ACh EC80 antagonist mode; stronger effect = lower value | B-score at 10 µM | hit rate 3.4% among 64,000 | P08482;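 active means calcium fluorescence response, raw or row-and-column corrected B-score, differing from the plate sample mean either way at a set confidence level, mostly lower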
Target sequence (P08482 whole entry, looked up): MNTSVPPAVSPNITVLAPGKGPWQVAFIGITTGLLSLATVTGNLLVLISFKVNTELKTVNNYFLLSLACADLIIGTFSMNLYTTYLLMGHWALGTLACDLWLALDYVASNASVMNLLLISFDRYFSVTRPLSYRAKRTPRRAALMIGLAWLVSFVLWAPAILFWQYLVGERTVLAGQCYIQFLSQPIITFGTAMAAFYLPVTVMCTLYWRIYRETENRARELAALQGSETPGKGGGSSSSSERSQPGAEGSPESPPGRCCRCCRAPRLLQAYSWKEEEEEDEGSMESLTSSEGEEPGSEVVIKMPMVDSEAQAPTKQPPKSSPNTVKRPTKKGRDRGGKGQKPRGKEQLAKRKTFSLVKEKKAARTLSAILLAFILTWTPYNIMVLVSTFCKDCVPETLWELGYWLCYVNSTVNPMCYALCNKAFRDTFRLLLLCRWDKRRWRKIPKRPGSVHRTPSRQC
Jurkat viability – reduces viability or proliferation of Jurkat cells. Jurkat E6.1 viability, ATP luminescence, 48 h. AID 463. hit rate 1.2% among 56,000. inhibition, % at 4 µM;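 active means inhibition above the mean inhibition of all tested compounds plus 3 SD, cut at about 28% in these data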
HER2 expr 66K – Her2 kinase expression inhibition; P04626; SKBR-3 HER2 protein level, AlphaScreen, 18-24 h; stronger effect = lower value; HER2 level % of control, % at 10 µM; hit rate 0.69% among 65,000;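 active means HER2 level under 5% of the carrier-only control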;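 further: 100% = DMSO carrier and 0% = 500 nM PU-H71 HSP90 inhibitor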
* hit, by the source's call; nt = not tested or not shown. Rows are unselected (roughly 9.2% active in at least one column).

SMILES	HEK293 NFkB inh	S1P3 ag	HTR1E antagonist	M1 ag	S1P1 ag-PAM	HTR1E agonist	M1 antagonist	Jurkat viability	HER2 expr 66K
CC(C)CCn1c(CN2CCN(C(=O)c3ccco3)CC2)nc2c1c(=O)n(C)c(=O)n2C	7.5	-0.4	1.5	0.279	1.5	0.6	-0.263	-1.3	61.6
Cc1cccc(N=c2oc3cc(O)ccc3cc2C(N)=O)c1	1.7	2.1	-15.2	5.4*	-104.6	24.1*	-0.0325	6.8	26.4
CCN(CCN(C)C)C(=O)Cn1ncc2c1-c1cc(C)ccc1OC2	7.3	-0.6	-2.3	0.433	-17.2	-0.1	0.709	1.8	93.1
COc1cc(NC(=O)C2CCC(CNc3c(N4CCCCC4)c(=O)c3=O)CC2)cc(OC)c1 (centres undefined)	3.1	0.4	-1.1	0.263	-13.7	2.2	0.135	1.8	106.9
O=C(c1nn2c(C(F)(F)F)cc(-c3ccccc3)nc2c1Cl)N1CCOCC1	1.2	-0.6	4.5	0.0884	-2.1	0.0	-0.755	-0.3	81.6
Cc1ccc(S(=O)(=O)Nc2nncs2)cc1	11.6	0.6	-5.8	-0.233	-13.3	0.4	0.529	-9.2	97.3
Cc1nnc(Nc2ccc3c(c2)ncn3C)c2ccccc12	2.6	-0.5	-0.1	-0.192	-15.1	-0.1	-0.106	-4.9	92.3
O=C(NCCc1ccccc1)C1CCN(S(=O)(=O)c2cccnc2)CC1	0.5	0.4	-8.4	-0.543	-9.7	0.5	-0.18	-1.4	124.0
COc1cc2c(cc1OC)CN(C(=O)C1(c3ccccc3)CC1)CC2	9.0	-0.9	11.3	0.0245	7.3	0.3	0.888	-3.9	84.5
Cc1ccc(NC(=O)COC(=O)c2ccn(C)n2)cc1	6.9	0.2	0.9	-1.31	-13.7	-0.8	0.63	3.7	72.3

Entries of single compounds, quoted from the list. Order of screens: HEK293 NFkB inh, S1P3 ag, HTR1E antagonist, M1 ag, S1P1 ag-PAM, HTR1E agonist, M1 antagonist, Jurkat viability, HER2 expr 66K
CC(C)CCn1c(CN2CCN(C(=O)c3ccco3)CC2)nc2c1c(=O)n(C)c(=O)n2C across the screens: 7.5, -0.4, 1.5, 0.279, 1.5, 0.6, -0.263, -1.3, 61.6
Cc1cccc(N=c2oc3cc(O)ccc3cc2C(N)=O)c1 across the screens: 1.7, 2.1, -15.2, 5.4*, -104.6, 24.1*, -0.0325, 6.8, 26.4
Cc1ccc(S(=O)(=O)Nc2nncs2)cc1 across the screens: 11.6, 0.6, -5.8, -0.233, -13.3, 0.4, 0.529, -9.2, 97.3

Carrying on.
SMILES	HEK293 NFkB inh	S1P3 ag	HTR1E antagonist	M1 ag	S1P1 ag-PAM	HTR1E agonist	M1 antagonist	Jurkat viability	HER2 expr 66K
O=C1CCCC/C1=C\Nc1ccc(Cl)cn1	7.8	nt	-2.5	-0.796	nt	-0.3	-0.00261	nt	103.2
COc1ccc(CN(Cc2cccnc2)S(=O)(=O)c2ccc(-n3cnnn3)c(C)c2)cc1OC	19.0	-0.8	8.4	-0.0402	8.4	-0.4	-0.369	9.1	101.2
N#Cc1cccc(NC(=O)CSc2ccccc2)c1	-1.7	-0.9	-8.8	-0.778	nt	-1.4	-0.69	-0.9	104.5
C=C(C)CSc1nncn1/N=C/c1ccc(OC)cc1	-6.7	-0.1	4.3	-0.596	10.1	-0.4	0.393	-3.9	103.5
Cn1c(C(O)c2ccc3c(c2)OCO3)nc2ccccc21 (centres undefined)	9.0	-0.8	-6.4	1.34	nt	-0.1	-0.0862	0.3	77.4
Nn1c(SCC(=O)Nc2ccc(F)cc2)nnc1-c1ccccn1	15.2	nt	-2.5	0.473	nt	-0.4	-0.758	nt	104.8
Cc1cccc(NC(=O)c2cnc3ccccn3c2=O)c1	-27.8	-0.1	1.4	0.606	-13.3	-0.2	-0.447	1.3	110.6
CNc1csc(C)c(C)c1=O	14.4	-1.3	-0.3	-0.532	-18.8	0.6	-0.0113	-4.0	86.9
CC(C)(Oc1ccc(-c2ccco2)cc1)C(=O)O	14.7	nt	4.7	0	nt	-1.2	0.379	nt	97.5
COc1cccc(C(=O)OCc2ccccc2C#N)c1O	14.0	-0.3	-5.5	-2.17*	2.2	-0.4	0.402	-6.2	92.6
CCOC(=O)c1ccccc1NC(=O)c1cc2sccc2n1C	5.0	-1.4	4.2	-1.22	-26.7	-0.3	-0.447	8.4	108.8
CCC(Sc1nc(=O)cc(N)n1-c1ccccc1)C(=O)Nc1cc(C)on1 (centres undefined)	7.9	-1.3	6.1	0.0537	-8.2	-0.1	-0.147	-0.9	86.6
COc1ccccc1-n1c(SCC(=O)Nc2ccccc2F)nc2[nH]ncc2c1=O	1.3	1.2	0.7	0.739	-7.9	-1.2	-0.859	7.6	98.2
O=C(NCCN1CCN(c2cccc(Cl)c2)CC1)c1cccn2c(=O)c3ccccc3nc12	-0.5	nt	-0.4	0.725	nt	0.0	-0.0756	nt	146.7
CC12CN(C(=O)c3ccco3)CC(c3ccccc3)(CN(C(=O)c3ccco3)C1)C2=O	-6.3	-0.7	-0.1	-0.185	-9.3	0.8	0.122	9.2	60.5
COC(=O)c1ccccc1NC(=O)CNC(=O)c1ccco1	0.0	-0.1	3.6	1.33	-6.7	0.5	0.378	-6.0	92.2
CCN(CC)CCN1C(=O)C(O)=C(C(=O)c2ccco2)C1c1ccccn1 (centres undefined)	nt	-3.5	-1.5	-0.914	-2.3	0.2	-0.522	nt	95.9
O=C(c1cn[nH]c1)c1cc(F)ccc1O	11.6	-0.1	11.5	-0.109	18.5	-0.1	0.46	7.4	84.1
COc1ccc(C)cc1S(=O)(=O)N(C)CC(=O)N1CCCCCC1	-3.8	0.2	-5.6	-0.274	nt	-0.1	0.425	1.7	86.2
CCn1nc(NC(=O)c2cccnc2)c2cc3cccc(C)c3nc21	-1.8	1.4	2.5	-0.0295	-56.8	2.8	-0.461	-16.0	84.8
Cc1ccc(S(=O)(=O)N2CCCC2C(=O)OCc2nc3ccccc3s2)cc1 (centres undefined)	4.5	0.0	-14.9	0.194	7.2	0.1	0.116	-0.5	112.7
Cn1c(=O)[nH]c(=O)c2c1nc(NC1CCCCC1)n2CCO	18.4	-0.4	-6.5	0.165	-24.9	-0.3	0.302	-1.2	109.7
CCNc1nc(SCC(=O)OC)nc(N2CCOCC2)n1	13.5	nt	5.3	1.12	nt	0.6	-0.0214	nt	112.8
COc1cc(C2C(C(=O)c3ccc(C)o3)=C(O)C(=O)N2Cc2cccnc2)ccc1O (centres undefined)	11.6	nt	-0.6	0	nt	-0.1	1.17	nt	154.2
CCCC(c1nnnn1Cc1ccco1)N1CCN(c2cc(Cl)ccc2C)CC1 (centres undefined)	5.4	-1.7	0.1	-0.385	-3.4	-0.3	0.124	10.3	68.3
CCOC(=O)CNC(=O)c1cc(-c2ccc3c(c2)OCCO3)oc1C	4.2	nt	-1.9	0.0463	nt	-0.5	-0.314	nt	82.9
CCN(CC)CCN1C(=O)C(=O)/C(=C(/O)c2cnn(-c3ccccc3)c2C)C1c1cccnc1 (centres undefined)	8.5	-0.7	-5.6	-0.86	nt	0.6	0.278	-7.0	91.3
COc1ccc(/C(O)=C2\C(=O)C(=O)N(CC3CCCO3)C2c2cc(OC)ccc2OC)cc1 (centres undefined)	2.2	-0.3	-4.7	0.0191	-21.2	0.1	0.582	2.2	94.6
O=C(CSc1nnc(-c2ccco2)o1)N1CCOCC1	10.9	-0.8	-5.5	-0.563	-10.2	-0.8	-0.00416	-3.0	130.1
Cn1c(CC2C(=O)Nc3ccc(Br)cc32)nc2ccccc2c1=O (centres undefined)	-0.8	-0.9	24.3	1.98*	16.5	0.1	-0.295	5.6	52.0
COc1cccc(C2/C(=C(\O)c3c(C)nc4c(C)cccn34)C(=O)C(=O)N2CCCN(C)C)c1 (centres undefined)	0.4	1.1	1.7	-0.0502	-4.7	0.4	0.594	-7.4	123.6
Cc1c(C(=O)NCC2CCCO2)sc2nc(-c3ccccc3)cn12 (centres undefined)	10.8	-1.5	7.4	-0.152	-17.8	1.0	0.0376	4.2	110.6
Fc1ccc(-n2c(-c3ccco3)nc3nc4ccccc4nc32)cc1	7.2	0.6	-5.9	-0.0701	-7.8	2.0	0.547	-5.8	121.6
CCOc1ccccc1N(CC(=O)NC1CCCCC1)S(C)(=O)=O	7.3	-0.7	-5.6	nt	-32.5	1.0	nt	1.5	111.0
CC(C)OCCCNC(=O)C1CCN(S(=O)(=O)N2CCCCC2)CC1	16.6	-1.1	-7.2	-0.492	-0.9	-1.3	0.134	2.1	95.2
O=C(CCN1CCCCC1c1cccnc1)NCc1ccccc1 (centres undefined)	13.7	-1.0	4.2	-0.283	-7.5	0.5	-0.504	1.1	97.5
CSCCC1NC(=O)N(CC(=O)Nc2ccc(N3CCCCC3)cc2)C1=O (centres undefined)	7.3	-0.6	-5.3	-0.0522	-12.0	-0.7	-1.14	-1.6	109.0
NC(=O)CN1C(=O)C2CCCCN2C(=O)c2ccccc21 (centres undefined)	5.7	-0.8	-2.8	-0.111	7.7	0.5	0.00125	-5.1	116.5
Cc1c(NC(=O)CSc2ccccn2)c(=O)n(-c2ccccc2)n1C	15.9	-0.1	-6.8	-0.495	-20.9	-0.2	0.0644	-5.4	121.1
CN(C)CCCOC(=O)c1cc2ccccc2o1	1.7	-0.6	7.5	-0.568	-7.8	4.5	-1.44	-12.3	111.7
COc1cc(NC(=O)CSc2nc(C)cs2)cc(OC)c1	13.0	-0.3	4.9	1.49	1.0	-0.6	-0.1	6.9	108.3
O=C(Nc1ccccc1)c1cnc[nH]1	-2.2	0.3	-2.9	-0.125	-15.3	-0.7	0.194	-1.4	83.2
O=Nc1c2nc3ccccc3n(O)c-2c2ccccc12	4.6	0.0	2.0	-0.0108	-50.9	-0.6	-0.297	-0.6	56.2
CCC(Sc1nnnn1-c1ccccc1)C(=O)Nc1nc2ccccc2s1 (centres undefined)	10.6	nt	-1.8	-1.42	nt	-0.4	-0.0112	nt	69.8
COc1ccc(C2C(C(C)=O)=C(O)C(=O)N2CCN(C)C)cc1OC (centres undefined)	-6.8	-1.2	8.4	0.147	-11.1	-1.0	-0.348	1.6	114.2
O=C(Cc1cn2ccsc2n1)Nc1nc2c(s1)CN(Cc1ccccc1)CC2	9.5	-0.3	-6.7	-1.03	-14.2	0.7	-0.451	-5.8	94.7
Cc1cc(C)c2c(=O)n(CC(=O)N3CCC(Cc4ccccc4)CC3)sc2n1	8.8	-0.8	-11.7	-1.98	-18.7	0.8	0.477	-0.5	90.7
Cc1ccc(-n2ncc3c(NCc4ccccc4)ncnc32)cc1	-23.6	-1.1	5.8	0.00764	-1.1	0.3	0.529	-0.1	74.4
CC1=C(C(=O)OCC2CCCO2)C(c2ccc(C)o2)C2=C(CC(c3ccc(N(C)C)cc3)CC2=O)N1 (centres undefined)	1.5	-0.6	1.3	5.57*	18.3	0.9	-0.241	3.9	57.2
COc1cc(NC(=O)CS(=O)(=O)c2ccc(C)cc2)cc(OC)c1OC	8.0	-0.8	1.9	0.0105	-10.6	-0.2	0.427	3.0	74.7
C=C(c1ccc(O)cc1)c1ccc(O)cc1	11.6	-2.0	11.8	1.69	-3.0	-0.1	0.788	-3.8	99.8
Cc1cc(NS(=O)(=O)c2ccccc2)no1	-1.7	-0.1	-12.0	-0.0162	-21.6	0.4	0.145	-6.8	116.1

Source: PubChem
